High-throughput results (PubChem)
Mtb BioA inh – blocks M. tuberculosis BioA enzyme activity; purified M. tuberculosis BioA enzyme, plate reader; inhibition, % at 9.99 µM; hit rate 0.096% among 360,000; AID 602481; in the data active means inhibition above about 40%
Starred values were filed as active, the others as inactive. These rows are one share of the data, so the mix of outcomes need not match the whole.

`COc1cccc(NC(=O)N(C)C[C@H]2OCc3ccccc3-c3c(n(C)c4ccccc34)C(=O)N([C@@H](C)CO)C[C@H]2C)c1` gave Mtb BioA inh 3.9.
Screening O=C(NCC[C@@H]1CC[C@@H](NC(=O)C2CC2)[C@H](CO)O1)Nc1ccc(Cl)cc1 returned Mtb BioA inh 0.9.
CN(C)C(=O)[C@@H]1[C@@H](CO)[C@@H]2Cn3c(ccc(C4=CCCCC4)c3=O)[C@@H]2N1CC1CC1 was read as Mtb BioA inh -1.0.
For CC=Cc1ccc2n(c1=O)C[C@H]1[C@H](CO)[C@@H](C(=O)NC3CCC3)[C@@H]2N1Cc1ccccc1 (mixture of isomers) the results were Mtb BioA inh -1.6.
Screening COc1cccc(C(=O)Nc2ccc3c(c2)OC[C@@H](C)N(C(C)=O)C[C@@H](C)[C@H](OC)CN(C)C3=O)c1 returned Mtb BioA inh 1.7.
Cc1noc(C)c1NC(=O)N(C)C[C@@H]1Oc2c(NC(=O)Nc3cccc4ccccc34)cccc2C(=O)N([C@@H](C)CO)C[C@@H]1C was read as Mtb BioA inh -0.4.
`CC(C)CC#Cc1ccc2c(c1)O[C@H](CN(C)Cc1cccc(F)c1)[C@@H](C)CN([C@H](C)CO)S2(=O)=O` gave Mtb BioA inh -3.2.
CNC(=O)C[C@H]1CC[C@@H]2[C@@H](COc3ccc(NC(=O)c4ccccc4Cl)cc3C(=O)N2C)O1 was read as Mtb BioA inh 17.6.
CC(C)C#Cc1ccc2c(c1)O[C@H](CN(C)S(C)(=O)=O)[C@@H](C)CN([C@@H](C)CO)S2(=O)=O was read as Mtb BioA inh -1.1.
Screening COc1cccc(CN2[C@@H](CO)[C@@H]3c4ccccc4N(C(=O)c4ccncc4)C[C@@H]32)c1 returned Mtb BioA inh -0.2.
N#C[C@H]1[C@@H](c2ccc(-c3cccnc3)cc2)[C@@H](CO)N1C(=O)C1CCOCC1 was read as Mtb BioA inh 4.4.
Screening C[C@@H]1CCCCO[C@H](CN(C)C(=O)C2CCCCC2)[C@H](C)CN([C@H](C)CO)C(=O)c2cc(NS(=O)(=O)c3ccc(F)cc3)ccc2O1 returned Mtb BioA inh 1.7.
`COc1ccc(S(=O)(=O)N(C)C[C@@H]2Oc3ccc(N(C)C)cc3CC(=O)N([C@@H](C)CO)C[C@@H]2C)cc1` gave Mtb BioA inh -0.3.
Screening C[C@@H]1CN([C@H](C)CO)C(=O)Cc2cc(NC(=O)NC3CCCCC3)ccc2O[C@@H]1CN(C)CC1CC1 returned Mtb BioA inh -1.3.
`CC(C)NC(=O)N(C)C[C@H]1Oc2cc(C#C[C@@H](C)O)ccc2S(=O)(=O)N([C@@H](C)CO)C[C@@H]1C` gave Mtb BioA inh -0.6.
COCC(=O)Nc1ccc2c(c1)C(=O)N(C)[C@@H]1CC[C@@H](CC(=O)NCCc3ccccc3)O[C@@H]1CO2 was read as Mtb BioA inh -1.8.
C[C@@H]1CN([C@@H](C)CO)C(=O)c2cc(NC(=O)Nc3ccccc3)ccc2O[C@H]1CN(C)Cc1ccc(-c2ccccc2)cc1 was read as Mtb BioA inh -3.9.
`O=C(NCC[C@@H]1CC[C@H](NC(=O)C2CCC2)[C@H](CO)O1)c1cc(Cl)cc(Cl)c1` gave Mtb BioA inh 3.0.
`C[C@@H]1CCCCO[C@@H](CN(C)S(C)(=O)=O)[C@H](C)CN([C@@H](C)CO)C(=O)c2cc(NC(=O)NC3CCCCC3)ccc2O1` gave Mtb BioA inh 1.1.
Screening COc1ccc(-c2cnc3c(c2)C(=O)N([C@@H](C)CO)C[C@@H](C)[C@H](CN(C)Cc2cccnc2)O3)cc1 returned Mtb BioA inh 3.1.

7 compounds picked at random from the list so far:
N#C[C@H]1[C@@H](c2ccc(-c3cccnc3)cc2)[C@@H](CO)N1C(=O)C1CCOCC1 was read as Mtb BioA inh 4.4.
Screening COc1ccc(-c2cnc3c(c2)C(=O)N([C@@H](C)CO)C[C@@H](C)[C@H](CN(C)Cc2cccnc2)O3)cc1 returned Mtb BioA inh 3.1.
C[C@@H]1CN([C@@H](C)CO)C(=O)c2cc(NC(=O)Nc3ccccc3)ccc2O[C@H]1CN(C)Cc1ccc(-c2ccccc2)cc1 was read as Mtb BioA inh -3.9.
`O=C(NCC[C@@H]1CC[C@H](NC(=O)C2CCC2)[C@H](CO)O1)c1cc(Cl)cc(Cl)c1` gave Mtb BioA inh 3.0.
`COc1ccc(S(=O)(=O)N(C)C[C@@H]2Oc3ccc(N(C)C)cc3CC(=O)N([C@@H](C)CO)C[C@@H]2C)cc1` gave Mtb BioA inh -0.3.
`C[C@@H]1CCCCO[C@@H](CN(C)S(C)(=O)=O)[C@H](C)CN([C@@H](C)CO)C(=O)c2cc(NC(=O)NC3CCCCC3)ccc2O1` gave Mtb BioA inh 1.1.
`CC(C)NC(=O)N(C)C[C@H]1Oc2cc(C#C[C@@H](C)O)ccc2S(=O)(=O)N([C@@H](C)CO)C[C@@H]1C` gave Mtb BioA inh -0.6.

New compounds follow:
C[C@H](CO)N1C[C@H](C)[C@H](CN(C)C(=O)c2ccncc2)Oc2cc(-c3cccc(C#N)c3)ccc2S1(=O)=O was read as Mtb BioA inh 8.9.
For C[C@@H]1CN([C@H](C)CO)C(=O)c2cc(NS(C)(=O)=O)ccc2O[C@@H](C)CCCCO[C@@H]1CN(C)C(=O)CCC(F)(F)F the results were Mtb BioA inh -1.6.
Screening C[C@H](CO)N1C[C@H](C)[C@@H](CN(C)S(=O)(=O)c2ccc(F)cc2)Oc2ccc(NS(C)(=O)=O)cc2CC1=O returned Mtb BioA inh 0.1.
For CC(C)NC(=O)Nc1ccc2c(c1)C(=O)N([C@H](C)CO)C[C@@H](C)[C@H](CN(C)Cc1ccc(C(=O)O)cc1)OCCCC[C@H](C)O2 the results were Mtb BioA inh -1.0.
For C[C@@H]1CN([C@@H](C)CO)C(=O)c2cc(-c3ccc(F)cc3)cnc2O[C@@H]1CN(C)CC1CCOCC1 the results were Mtb BioA inh 0.7.
Screening COc1ccc(NC(=O)N(C)C[C@H]2Oc3c(NC(=O)Nc4ccccc4)cccc3C(=O)N([C@H](C)CO)C[C@H]2C)cc1 returned Mtb BioA inh 1.8.
CC(C)(C)[S@](=O)N1Cc2cc(C(=O)NCCN3CCCC3)nc(-c3cccc(-c4cccc(C#N)c4)c3)c2[C@@H]1CCO was read as Mtb BioA inh -0.8.
Screening C[C@H]1CN([C@@H](C)CO)S(=O)(=O)c2ccc(Br)cc2O[C@H]1CN(C)Cc1ccncc1 returned Mtb BioA inh 21.9.
`O=C(C[C@@H]1CC[C@@H]2[C@H](COC[C@@H](O)CN2S(=O)(=O)c2ccc(F)cc2)O1)N[C@H]1CCN(Cc2ccccc2)C1` gave Mtb BioA inh -1.3.
`C[C@H](O)C#Cc1cnc2c(c1)C(=O)N([C@H](C)CO)C[C@H](C)[C@H](CN(C)Cc1ccccn1)O2` gave Mtb BioA inh -0.8.
C/C=C/c1cnc2c(c1)C(=O)N([C@H](C)CO)C[C@@H](C)[C@H](CN(C)C(=O)c1ccc3c(c1)OCO3)O2 was read as Mtb BioA inh 15.0.
Cc1noc(C)c1S(=O)(=O)Nc1ccc2c(c1)CC(=O)N([C@H](C)CO)C[C@@H](C)[C@H](CN(C)S(=O)(=O)c1ccc(F)cc1)O2 was read as Mtb BioA inh -4.3.
Screening COc1ccc(-c2ccc([C@@H]3[C@@H](CO)N(C(=O)C4CCOCC4)[C@H]3C#N)cc2)cc1 returned Mtb BioA inh -2.0.
CNC[C@H]1OCCCC[C@@H](C)Oc2ccc(NC(=O)c3ccccc3)cc2C(=O)N([C@@H](C)CO)C[C@H]1C was read as Mtb BioA inh 0.3.
`O=C(C1CCCC1)N1CCCCN2[C@@H](CO)[C@H](c3ccc(C#CC4CC4)cc3)[C@@H]2C1` gave Mtb BioA inh -0.2.
Screening O=C(Nc1cccc(Cl)c1)N1C[C@@H]2[C@H](c3ccccc31)[C@H](CO)N2CC1CCCCC1 returned Mtb BioA inh -2.7.
`O=C(c1cccc(F)c1)N1C[C@@H]2[C@H](c3ccccc31)[C@@H](CO)N2C(=O)Cc1ccccc1` gave Mtb BioA inh 18.8.
COc1ccc(NC(=O)N(C)C[C@@H]2OCCCC[C@@H](C)Oc3ccc(NS(=O)(=O)c4ccccc4)cc3C(=O)N([C@@H](C)CO)C[C@@H]2C)cc1 was read as Mtb BioA inh -1.8.
For Cc1ccccc1S(=O)(=O)N[C@@H]1CC[C@H](CCn2cc(Cc3ccccc3)nn2)O[C@H]1CO the results were Mtb BioA inh 1.8.
`C/C=C/c1cnc2c(c1)C(=O)N([C@@H](C)CO)C[C@@H](C)[C@@H](CN(C)C(=O)Nc1ccc(C(F)(F)F)cc1)O2` gave Mtb BioA inh 4.6.
For C[C@@H]1CN([C@@H](C)CO)S(=O)(=O)c2ccc(Br)cc2O[C@@H]1CN(C)Cc1ccncc1 the results were Mtb BioA inh 1.6.
For O=C(C[C@H]1C[C@H]2c3cc(NC(=O)C4CCOCC4)ccc3O[C@H]2[C@H](CO)O1)NCc1cccc(F)c1 the results were Mtb BioA inh -1.4.
Screening Cc1ccc(S(=O)(=O)Nc2ccc3c(c2)C(=O)N([C@H](C)CO)C[C@@H](C)[C@@H](CN(C)C(=O)NC2CCCCC2)OCCCC[C@@H](C)O3)cc1 returned Mtb BioA inh -1.5.
`CC(C)NC(=O)Nc1cccc2c1O[C@H](CN(C)Cc1ccncc1)[C@@H](C)CN([C@H](C)CO)C2=O` gave Mtb BioA inh 2.5.
`CC(C)NC(=O)N(C)C[C@H]1Oc2ncc(C#Cc3ccc(F)cc3)cc2C(=O)N([C@H](C)CO)C[C@@H]1C` gave Mtb BioA inh -1.8.
Screening COCC(=O)Nc1ccc2c(c1)C(=O)N(C)[C@H]1CC[C@H](CC(=O)NCC(F)(F)F)O[C@@H]1CO2 returned Mtb BioA inh 7.7.
C[C@@H]1CCCCO[C@@H](CN(C)Cc2ccc(Cl)c(Cl)c2)[C@@H](C)CN([C@H](C)CO)C(=O)c2cc(NC(=O)Nc3cccc4ccccc34)ccc2O1 was read as Mtb BioA inh -5.8.
For COc1ccc(NC(=O)N(C)C[C@@H]2OCCCC[C@H](C)Oc3ccc(NC(=O)Nc4ccc(C(F)(F)F)cc4)cc3C(=O)N([C@@H](C)CO)C[C@H]2C)cc1 the results were Mtb BioA inh -1.0.
C[C@@H]1CN([C@H](C)CO)C(=O)Cc2cc(NC(=O)CCC(F)(F)F)ccc2O[C@H]1CN(C)C(=O)Nc1ccc(F)cc1 was read as Mtb BioA inh -0.8.
CCCNC(=O)C[C@H]1CC[C@H]2[C@@H](COC[C@@H](O)CN2C(=O)c2ccccn2)O1 was read as Mtb BioA inh -2.5.

Of the compounds above, two have bromine.
Screening C[C@H]1CN([C@@H](C)CO)S(=O)(=O)c2ccc(Br)cc2O[C@H]1CN(C)Cc1ccncc1 returned Mtb BioA inh 21.9.
For C[C@@H]1CN([C@@H](C)CO)S(=O)(=O)c2ccc(Br)cc2O[C@@H]1CN(C)Cc1ccncc1 the results were Mtb BioA inh 1.6.

(continued)
For C[C@@H]1CN([C@H](C)CO)C(=O)Cc2cc(NC(=O)Cc3cn(C)c4ccccc34)ccc2O[C@H]1CN(C)S(C)(=O)=O the results were Mtb BioA inh 2.3.
For CC(C)NC(=O)Nc1cccc2c1O[C@@H](CN(C)C(=O)Nc1cccc3ccccc13)[C@@H](C)CN([C@@H](C)CO)C2=O the results were Mtb BioA inh 0.5.
For C[C@@H]1CN([C@@H](C)CO)C(=O)c2cc(NC(=O)c3ccccc3)ccc2O[C@@H](C)CCCCO[C@@H]1CN(C)C(=O)Nc1ccccc1 the results were Mtb BioA inh 1.1.
For COc1ccc(C#Cc2ccc([C@H]3[C@@H](CO)N4CCCCN(Cc5ccncc5)C[C@@H]34)cc2)cc1 the results were Mtb BioA inh 3.2.
`CO[C@@H]1CN(C)C(=O)c2cc(NC(=O)Nc3cc(F)ccc3F)ccc2OC[C@@H](C)N(C(=O)c2cnccn2)C[C@H]1C` gave Mtb BioA inh 0.7.
For C[C@@H]1CN([C@@H](C)CO)C(=O)c2cc(NS(=O)(=O)c3cn(C)cn3)ccc2O[C@@H](C)CCCCO[C@@H]1CN(C)C(=O)c1ccccc1 the results were Mtb BioA inh 5.9.
CS(=O)(=O)Nc1ccc2c(c1)[C@@H]1C[C@@H](CC(=O)NCc3cccc(F)c3)O[C@H](CO)[C@@H]1O2 was read as Mtb BioA inh 0.3.
CN(C)CCCNC(=O)[C@H]1[C@H](CO)[C@H]2Cn3c(ccc(-c4ccccc4)c3=O)[C@@H]1N2C was read as Mtb BioA inh 1.8.
C[C@@H]1CN([C@@H](C)CO)C(=O)c2cc(NS(=O)(=O)c3cn(C)cn3)ccc2O[C@@H](C)CCCCO[C@@H]1CN(C)S(=O)(=O)c1ccc(F)cc1 was read as Mtb BioA inh -0.8.
For CCCNC(=O)N1C[C@@H](C)[C@@H](OC)CN(C)C(=O)c2ccc(NS(C)(=O)=O)cc2OC[C@@H]1C the results were Mtb BioA inh 3.1.
CN(C)C(=O)c1ccc(-c2ccc([C@H]3[C@H](C#N)N(C(=O)Cc4ccccn4)[C@H]3CO)cc2)cc1 was read as Mtb BioA inh 0.8.
`COc1ccc(S(=O)(=O)N[C@@H]2C=C[C@H](CC(=O)N3CCN(c4ccccc4)CC3)O[C@@H]2CO)cc1` gave Mtb BioA inh -0.4.
Screening Cc1ccccc1-c1cnc2c(c1)C(=O)N([C@@H](C)CO)C[C@@H](C)[C@H](CN(C)Cc1cncnc1)O2 returned Mtb BioA inh 0.5.
For CO[C@@H](CN(C)S(=O)(=O)c1ccc(Cl)cc1)[C@H](C)CN(Cc1ccccc1Cl)[C@H](C)CO the results were Mtb BioA inh 0.2.
For C[C@@H]1CCCCO[C@H](CN(C)C(=O)Nc2ccc(C(F)(F)F)cc2)[C@@H](C)CN([C@@H](C)CO)C(=O)c2cc(NS(=O)(=O)c3cn(C)cn3)ccc2O1 the results were Mtb BioA inh -0.6.
`COc1ccc(NC(=O)Nc2ccc3c(c2)C(=O)N([C@@H](C)CO)C[C@H](C)[C@H](CN(C)Cc2ccccc2)OCCCC[C@H](C)O3)cc1` gave Mtb BioA inh -0.5.
`Cc1noc(C)c1NC(=O)Nc1ccc2c(c1)C(=O)N([C@H](C)CO)C[C@H](C)[C@H](CN(C)C)OCCCC[C@@H](C)O2` gave Mtb BioA inh 5.9.
